# Assay outcomes from PubChem BioAssay.
# hgDAF12 agonist: activates the H. glycines DAF-12 receptor ligand-binding domain; HEK293 GAL4-hgDAF12 UAS-luciferase reporter, agonist luminescence; normalized to butyrate control; AID 687014; activation, % at 6.8 µM; 370,000 compounds, 1.8% hits;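 active means activation above a cutoff set at the mean of all screened compounds plus 3 SD, cut at about 10% in these data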;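 further: 0% = DMSO wells and 100% = sodium butyrate wells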
# MBD2 inh: MBD2-methylated oligo binding inhibition; Q9UBB5; TR-FRET, MBD2 binding to methylated oligonucleotide; inhibition, % at 4.4 µM; 370,000 compounds, 0.31% hits; in the data active means inhibition above about 13%
# ssDAF12 agonist: activators of S. stercoralis DAF-12 nuclear receptor; HEK293 ssDAF-12/GRIP1 lit1-tk-luc reporter, luminescence; % of 3 µM dafachronic acid response; activation, % at 6.8 µM; AID 652126; 370,000 compounds, 1% hits;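 active means activation above the mean over all tested compounds plus 3 SD, cut at about 0.9% in these data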;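 further: 0% = DMSO-only wells and 100% = 3 µM delta7-dafachronic acid wells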
# DAX1 inh-1: inhibits human nuclear receptor DAX1; HEK293 Gal4-DAX1 luciferase reporter, luminescence; inhibition, % at 6.75 µM; 340,000 compounds, 0.99% hits; AID 504766;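 active means inhibition above the mean over all tested compounds plus 3 SD, cut at about 4.2% in these data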;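 further: 0% = DAX1-transfected cells with DMSO and 100% = empty-vector control cells with DMSO; inhibition shows as a rise in luminescence from relieved DAX1 repression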
# Target sequence (P51843 207-470 limits assumed): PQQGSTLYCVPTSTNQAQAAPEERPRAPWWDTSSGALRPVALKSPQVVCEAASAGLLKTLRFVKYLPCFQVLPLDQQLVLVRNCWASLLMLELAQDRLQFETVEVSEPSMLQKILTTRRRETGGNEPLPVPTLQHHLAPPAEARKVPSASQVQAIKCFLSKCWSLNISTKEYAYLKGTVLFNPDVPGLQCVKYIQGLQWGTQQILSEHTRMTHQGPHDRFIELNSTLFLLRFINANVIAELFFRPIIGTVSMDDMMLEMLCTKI
# PLC-beta3 inh: PLC-beta3 (human) inhibition, primary screen; 370,000 compounds, 0.18% hits; inhibition, % at 12.2 µM; AID 720704; Q01970; Purified PLC-beta3, fluorogenic substrate, fluorescence; in the data active means inhibition above about 11%;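 further: 0% = median of compound wells on plate and 100% = full blocker control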
# hcDAF-12 act: H. contortus DAF-12 activation, primary screen | HEK293 hcDAF-12 lit1-tk-luc reporter, luminescence; 0% DMSO, 100% Δ7-dafachronic acid | activation, % at 6.8 µM | 370,000 compounds, 1.4% hits;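 active means activation above the mean of all tested compounds plus 3 SD, cut at about 5.5% in these data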;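 further: 100% = response to 3 µM Δ7-dafachronic acid high control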
# SMARCA2 activ: increases SMARCA2 function in MMTV reporter cells. activation, % at 9.1 µM. 370,000 compounds, 1% hits. MG213 cells, MMTV-luciferase reporter, dexamethasone, overnight; in the data active means activation above about 7.8%;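 further: 0% = vehicle wells and 100% = reference activator wells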
# Rev-erbA mod: modulates human Rev-erb alpha binding to DNA; activity, % at 10 µM; P20393; Rev-erbα–FITC-DNA binding, fluorescence polarization, 90 min; 370,000 compounds, 0.79% hits; AID 1259318;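 active means activity above about 14%, limit read from the data; passing the limit was not always enough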;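 further: 0% = DMSO wells with 35 nM protein and 100% = DMSO wells with 750 nM protein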
# DAX1 inh-2: inhibitors of DAX1 repression of SF-1 activated StAR promoter; 370,000 compounds, 1.1% hits; AID 652010; HEK293T StAR-luciferase reporter, SF-1/DAX-1 repression relief; inhibition, % at 6.8 µM;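 active means inhibition above the mean over all tested compounds plus 3 SD, cut at about 3.6% in these data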;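 further: 0% = DAX-1 cells with DMSO and 100% = cells lacking DAX-1 with DMSO; higher inhibition means more luminescence from relief of DAX-1 repression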
# PLC-gamma1 inh: PLC-gamma1 (human) inhibition, primary screen; P19174; purified PLC-gamma1, fluorogenic substrate, fluorescence; inhibition, % at 12.2 µM; 370,000 compounds, 0.84% hits; AID 720700; in the data active means inhibition above about 9.5%
# ADAM17 inh: ADAM17 inhibition, QFRET primary screen | P78536 | recombinant ADAM17, EDANS/DABCYL FRET peptide cleavage | inhibition, % at 6.95 µM | 370,000 compounds, 0.83% hits | AID 720648;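 active means inhibition above the mean of compounds lying between control limits plus 3 SD, set per campaign, cut at about 8.5% in these data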;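 further: 0% = DMSO-only wells as the low control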
# Target sequence (P78536 215-824 limits assumed): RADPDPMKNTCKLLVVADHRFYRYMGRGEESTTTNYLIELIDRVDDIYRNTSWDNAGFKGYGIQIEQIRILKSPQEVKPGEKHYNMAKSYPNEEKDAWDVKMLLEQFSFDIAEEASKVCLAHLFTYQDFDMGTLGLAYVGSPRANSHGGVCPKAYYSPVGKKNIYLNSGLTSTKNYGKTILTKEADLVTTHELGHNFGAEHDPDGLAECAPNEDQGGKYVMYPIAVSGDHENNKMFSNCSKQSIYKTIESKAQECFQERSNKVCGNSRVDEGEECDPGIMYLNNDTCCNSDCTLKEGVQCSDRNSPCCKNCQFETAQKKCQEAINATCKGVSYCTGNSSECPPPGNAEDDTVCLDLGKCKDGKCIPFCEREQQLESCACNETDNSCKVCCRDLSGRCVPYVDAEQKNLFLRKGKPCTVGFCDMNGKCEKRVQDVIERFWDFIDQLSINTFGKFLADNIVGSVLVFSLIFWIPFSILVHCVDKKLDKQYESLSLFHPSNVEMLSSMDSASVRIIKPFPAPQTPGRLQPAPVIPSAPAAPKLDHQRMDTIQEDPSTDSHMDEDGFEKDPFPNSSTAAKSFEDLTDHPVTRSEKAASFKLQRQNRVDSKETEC
# Starred values were filed as active, the others as inactive; / = no result given.
SMILES,hgDAF12 agonist,MBD2 inh,ssDAF12 agonist,DAX1 inh-1,PLC-beta3 inh,hcDAF-12 act,SMARCA2 activ,Rev-erbA mod,DAX1 inh-2,PLC-gamma1 inh,ADAM17 inh
Cc1cc(NC(=O)CCC(=O)N(CC(=O)NCC2CCCO2)c2ccc(F)c(Cl)c2)no1 (stereo unspecified),-1.2,3,-1.2,4.2*,-3,-1.7,-1,-1,-0.1,0,-2
CCNC(=O)C1CCCN(C(=O)c2cccc(C#N)c2)CC1 (stereo unspecified),0.7,2,-1.9,/,4,1.2,-3,-9,2.4,3,2
CCN1C(=O)[C@H]2[C@@H](c3ccc(C)cc3)N[C@]3(CCCN(Cc4ccc(F)cc4)C3=O)[C@H]2C1=O,-0.7,-2,0.2,0.7,1,-0.8,-4,3,-0.2,3,0
CC(C)C(=O)NC(=S)Nc1ccc(S(=O)(=O)N(C)C)cc1,1.7,2,-1.6,0.5,-140,-2.9,-4,3,-0.6,1,1
O=C(O)c1ccc(-n2c(=O)c3ccccc3c3ccccc3c2=O)cc1,1.1,0,-1.2,0.0,1,0.1,1,0,0.0,0,-3
CCCc1nc2c3ccccc3ccn2c1CC1CCCCC1,6.2,-1,0.3,/,-23,6.2*,-2,-1,0.9,-21,-17
CCCn1c(N2CCN(CC(=O)Nc3ccc4c(c3)OCCO4)CC2)nc2ccccc21,0.4,-5,-0.9,0.9,-3,-0.3,0,-7,0.3,-3,-4
CCN(CC(=O)Nc1ccc(OC)cc1)C(=O)c1ccccc1Sc1ccccc1C#N,-0.2,3,-1.5,-1.2,-10,-1.1,-3,0,-1.4,-4,-5
Cc1ccc(C(=O)Nc2cccc(-c3ccc(N4CCOCC4)nn3)c2)cc1,4.7,2,-0.2,0.6,0,1.9,-1,-3,4.5*,-3,3
COc1cccc(/C=N/NC(=O)c2cnn(-c3ccccc3)c2N)c1,6.6,0,-0.7,2.1,-10,2.2,5,1,0.5,2,0
Cc1ccc(C(=O)NCC2CCCO2)cc1N1CCCC1=O (stereo unspecified),0.9,1,-1.2,1.1,0,1.0,0,-6,-0.1,3,2
CC1OC(Nc2ccc(OC(F)(F)F)cc2)C(O)C(O)C1O (stereo unspecified),-1.7,-2,-0.9,0.1,2,-2.2,3,1,-0.2,3,2
CCCN(CC1CC1)C(=S)Nc1ccccc1F,1.4,9,-0.3,1.0,-7,0.0,-1,-2,1.2,-1,-4
S=c1[nH]c2cnccc2n1Cc1ccccc1,-2.9,3,-1.2,0.2,-6,-0.1,-3,3,0.0,-4,-6
Cc1cccc(N=Nc2c(C)[nH]n(C(N)=S)c2=O)c1C,6.3,-16,0.0,/,-5,2.6,8,12,0.7,2,-2
CN1CCN(S(=O)(=O)c2ccc(Sc3nnc(-c4cccs4)n3-c3ccccc3)nc2)CC1,-2.6,7,-1.2,-2.0,1,-1.5,-4,-1,-0.7,0,-1
CCOc1ccc(C(C)=O)cc1CSc1nc(C)cc(C)n1,-2.8,-2,-1.4,-0.6,-11,-1.5,1,-5,-0.1,-2,-1
Cc1cc(Cl)ccc1-c1nc(NCc2ccccc2)nc2ccsc12,0.5,-5,-1.0,/,-147,-0.9,6,-3,-1.5,-101,-54
COc1ccccc1CN(C)CC(=O)Nc1ccc(Cl)cc1C(F)(F)F,2.3,-4,-0.5,-0.5,4,-1.5,5,4,-1.3,4,5
CC(=O)Nc1ccc(NC(=O)CCCNC(=O)c2ccc(Cl)cc2)cc1,0.2,-1,-1.1,1.6,-2,-1.5,0,-4,0.7,0,-1
Cc1ccc(CNC(=O)c2ccc(NS(=O)(=O)c3cccs3)cc2)cc1,0.5,1,-0.9,1.6,-11,1.2,-1,0,0.0,-5,-1
Cc1ccc(Cn2nnc3c(=O)[nH]c(C4CCCN(C(=O)Nc5ccc(F)cc5F)C4)nc32)cc1 (stereo unspecified),-0.5,9,-1.3,0.6,1,-0.2,-1,0,-0.3,2,-2
CCOC(=O)c1c(NC(=O)CSc2n[nH]c(N)n2)sc(CC)c1C,1.3,4,-1.7,-1.8,1,-1.9,0,-2,0.6,1,0
Brc1ccc(OCc2ccccc2)c(CNCc2ccncc2)c1,-1.5,3,-1.9,-1.4,0,-2.8,-3,0,-0.5,1,-6
O=C1CSC(c2ccccn2)N1c1ccc(Cl)c(Cl)c1 (stereo unspecified),-0.4,3,-1.5,0.1,-1,-0.1,0,-3,-0.7,0,3
CCc1ccc(S(=O)(=O)NCCOc2cccc3cccnc23)cc1,-0.8,4,-1.1,0.0,-11,-1.1,3,4,-1.4,-7,-2
O=C(CC[C@H]1O[C@@H](n2ccc(=O)[nH]c2=O)[C@H](O)[C@@H]1O)NCCc1c[nH]c2ccccc12,-0.7,0,-0.3,/,3,0.9,-3,7,-0.6,2,-1
Cn1c(SCC(=O)Nc2nc3c(s2)CCCC3)nnc1-c1ccccc1,-1.0,-5,-1.7,-0.2,2,-0.8,-1,-1,-0.6,-2,-2
CCOc1ccccc1NC(=O)CN1CCC(NC(=O)c2ccccc2)CC1,-0.3,3,-1.4,0.2,2,-2.8,-2,5,-0.5,0,-3
O=C1c2ccccc2S(=O)(=O)N1CCOc1ccccc1,6.4,0,-1.3,0.4,-2,3.4,2,-1,-0.1,-47,-2
Cc1cc(C(=O)CSc2ccc3c(c2)OCCO3)c(C)n1C1CC1,4.9,1,-0.6,-1.2,1,3.0,1,1,1.8,1,0
CCOc1ccc(/C=N/NC(=O)c2ccccc2Cl)cc1CN1CC2CC(C1)c1cccc(=O)n1C2 (stereo unspecified),-1.4,2,-0.8,0.5,-1,-2.6,-5,5,0.6,2,1
CC1CCN(S(=O)(=O)c2cccc(C(=O)NCc3cccs3)c2)CC1,1.0,-4,-0.9,0.1,3,-2.2,-1,2,-0.3,3,-5
O=C(O)c1ccccc1SCc1cn2cc(Br)ccc2n1,0.6,-1,-0.4,3.4,-1,3.8,3,1,1.7,0,-1
CCN(CC)c1ncnc2c1ncn2[C@H]1CN(Cc2ccc3c(c2)OCO3)C[C@@H](CO)O1,-1.3,6,-0.8,/,3,-1.0,3,-6,-0.8,2,2
CC(=O)Nc1ccc(NC(=O)C2CCCN(C(=O)c3ccc(Cl)cc3)C2)cc1 (stereo unspecified),-1.3,-1,-0.9,-0.4,6,1.1,-3,4,-0.8,12*,4
Cc1cc(C)cc(NC(=O)N2CCC(NC(=O)c3ccc(F)cc3)CC2)c1,0.1,5,-1.4,3.2,-1,-0.9,-2,-2,-0.8,3,-3
CC(C)C[C@H]1CN(CCCC[C@@H]2CNC(=O)C(=O)N2CCc2ccccc2)C(=O)C(=O)N1CCc1ccccc1,-0.3,-2,-1.3,/,2,-1.2,5,0,0.2,-3,-1
C=CCOC(=O)C1=C[C@H](c2ccc(Br)cc2)[C@@H](CCCO)[C@H](OCC)O1,-2.8,-1,-1.5,0.7,4,-0.9,-1,-2,-0.8,1,4
C/C(=N\N=C1\NC(=O)C(CC(=O)Nc2ccc(C)c(Cl)c2)S1)C(C)(C)C (stereo unspecified),1.9,1,-1.4,-0.9,-1,-1.4,-4,-7,0.0,-4,2
CCc1nc2c(OCCOc3ccccc3)cccn2c1N(C=O)Cc1ccc(OC)cc1,0.7,0,-1.6,/,-3,-0.3,-4,6,-1.7,-2,-3
CC(C)NC(=S)N/N=C/c1cccnc1,-0.9,-1,-2.0,1.1,-2,1.3,4,-4,-0.2,-1,0
NS(=O)(=O)c1ccc(CCNC(=O)c2ccc3c(c2)OCCO3)cc1,-3.2,4,-0.2,0.5,1,-1.1,-4,2,-0.1,2,-4
O=C(Nc1ncc([N+](=O)[O-])s1)C1CCN(S(=O)(=O)c2cnc[nH]2)CC1,4.9,-11,0.2,1.3,13*,0.0,0,-7,1.3,7,6
COc1ccc(NC(=O)NCc2ccc3c(c2)OCO3)c(OC)c1,1.0,7,-1.1,0.0,-6,-1.0,-4,5,-0.1,4,-1
Cc1cc(NC(=O)c2ccc(F)cc2)n(C)n1,-0.7,1,-0.6,0.3,-7,0.9,-3,-5,0.1,0,-5
COC(=O)c1sccc1NC(=S)Nc1ccc(OC)cc1,-0.1,0,-0.5,-0.2,-1,0.3,-4,2,0.0,0,-8
Cc1cccc(NC(=S)NN(Cc2ccccc2)c2ccccc2)c1C,0.1,-3,-0.9,-0.8,3,-0.1,-4,-6,-0.6,4,3
Cc1ccc(C(=O)N2CCN(c3ccc(C(F)(F)F)cn3)CC2)cc1,0.9,0,-0.9,-0.3,2,1.2,-1,2,-0.4,-1,-3
CC(C)(C)C(=O)C(Oc1cccc2nonc12)n1cncn1 (stereo unspecified),-1.2,-3,-1.4,-0.3,-60,-1.2,-1,6,-0.1,-46,-8
CCCc1cc(C(=O)NNC(=S)NCC2CCCO2)cs1 (stereo unspecified),-1.3,2,-1.4,2.4,-1,1.2,0,-5,-0.3,-2,-4
N#Cc1c2n(c3c(=O)n(CC(=O)c4ccc([N+](=O)[O-])cc4)cnc13)CCCCC2,0.7,-7,-1.5,-2.4,-1,-1.9,-2,-4,0.3,2,0
COC(=O)c1sc(-c2ccccc2)cc1NC(=O)c1ccccc1,0.6,-1,-0.5,-0.4,2,1.9,0,13,0.2,4,0
COc1ccc(OCC(=O)N2CCN(C(=O)Cc3ccccc3)CC2)cc1,-0.2,-4,-0.9,-0.4,7,-1.2,3,2,0.2,3,-3
CCOC(=O)c1c(C)[nH]c(C(=O)N2CCc3cc(OC)c(OC)cc3C2)c1C,-1.7,2,-1.3,-1.1,-4,-0.4,-1,1,-1.3,-1,-5
O=C(NCC1CCCO1)C(=O)N/N=C/c1ccccc1C(=O)O (stereo unspecified),2.2,2,-1.4,0.8,2,-2.0,-2,2,-0.1,2,-1
COc1ccccc1C1=CC(=O)CC(C)(C)C1=O,1.8,-3,-1.3,-0.2,4,-0.8,1,0,-0.6,4,2
C=C1[C@@H](OC(C)=O)CC[C@]2(C)[C@@H]1C[C@@H]1C[C@H](OC(C)=O)C(C)=C([C@@H](OC(C)=O)[C@@H]2OC(C)=O)C1(C)C,-0.8,-1,-1.3,-1.1,-2,-0.8,-1,5,0.1,1,-3
CN(C)S(=O)(=O)c1cccc(C(=O)NCC(C)(C)CNC(=O)c2cccc(S(=O)(=O)N(C)C)c2)c1,-1.6,-7,-1.2,-0.9,-2,-0.9,-2,1,-0.4,9.9*,3
O=C(Cc1ccccc1)Nc1ncnc2c1C(c1ccccc1)c1c(ccc3ccccc13)O2 (stereo unspecified),-0.4,2,-0.9,-0.4,-2,-1.9,1,2,1.1,-4,-4
